# High-throughput results from PubChem.
# Lipid storage S3 = qHTS Assay for Lipid Storage Modulators in Drosophila S3 Cells | Drosophila S3 cells, BODIPY lipid droplet fluorescence, 18-24 h; cells fed with added oleic acid | Potency in µM for hits, for the others lipid storage change, negative = inhibition, % at the top dose, mostly 46.1 µM | 0.64% of 320,000 active | AID 2685; active means well fitted inhibition curve with a large enough effect in the signal ratio, with a control signal flat, not every such curve was filed as active; inconclusive means small, poorly fitted or top-dose-only effect, or effect the other way, or a change in a side signal; the % refers to the signal ratio
#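 Drosophila S3 cells got compounds at several concentrations plus oleic acid (400 uM solution). Laser-scanning cytometry with 488 nm excitation read lipid droplets at 500-530 nm and cells at 575-640 nm. Percent activity was relative to 20 uM Triacsin C.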
# Lipid storage S3 cell count max = second read-out of Lipid storage S3, no call of its own (marks repeat the call); cell number change, %; measured here: cell count max response;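 cells counted by Cell Tracker Red CMTPX staining in the red channel; peak over a dose series mostly up to 46.1 µM; percent activity relative to internal control wells on each plate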
# * marks the source's active call; other numbers are inactive results; i = inactive; ? = inconclusive; . = no result given. On the % scale 0 is the no-effect control and ±100 the full control effect; potency means the concentration at half of the fitted maximal effect. Not all compounds are listed (hit frequency here may not be typical).
Structure	Lipid storage S3	Lipid storage S3 cell count max
O=C1c2ccccc2C(=O)C1c1nccc2ccccc12	?	.
Cc1[nH]c2ccccc2c1C(=O)CN1CCCC1	?	.
O=C(c1ccc2c(c1)OCCO2)C1CCN(C(=O)Nc2ccccc2F)CC1	i	.
CCN(CC)c1ccc(-c2n[nH]c(=S)n2-c2ccccc2C)cc1	?	.
CCSc1nnc(SCC(=O)NC2CCCCC2)s1	1.5%	-1.7
CCOC(=O)CNC(=O)CSc1nc(N)cc(N)n1	i	-4.0
OC(CN1CCN(c2ccccc2F)CC1)c1ccc(F)cc1 (stereo unspecified)	-10.5%	-3.8
COc1ccc(OC)c(NC(=O)COC(=O)CN2C(=O)NC3(CCCC3)C2=O)c1	?	.
CCOC(=O)[C@H]1[C@H]2COc3ccc(Br)cc3[C@@H]2N2C(=O)c3ccc(Cl)cc3NC(=O)[C@@]12C	?	.
O=C(NCC1CCCO1)c1ccc2c(c1)N(Cc1ccc(F)cc1)CCS2 (stereo unspecified)	?	.
O=C(NCCN1C(=O)C2C3C=CC(C3)C2C1=O)Nc1ccccc1 (stereo unspecified)	?	.
C/C(=N/NS(=O)(=O)c1ccc(C)cc1)c1ccc2c(c1)OCO2	?	.
CC1CCCCN1CC(=O)NC(c1ccccc1)c1ccccc1 (stereo unspecified)	?	.
Cc1ccc(C(=O)NNC(=O)C(C)Sc2nc(N)cc(N)n2)cc1 (stereo unspecified)	-8.5%	-1.1
CN1CCN(S(=O)(=O)c2cccc(C(=O)Nc3sccc3C(N)=O)c2)CC1	?	.
O=C1c2ccccc2C(=O)N1CC1c2ccccc2CCN1C(=O)N1CCOCC1 (stereo unspecified)	?	.
O=C(CCc1ccccc1)Nc1nc2nc(-c3ccccc3)cc(=O)n2[nH]1	?	.
CCCc1cc(=O)[nH]c(SCC(=O)N(CC)c2c(N)n(Cc3ccccc3)c(=O)[nH]c2=O)n1	?	.
COCc1cc(C)nc2sc(C(=O)Nc3nccs3)c(N)c12	?	.
COc1ccccc1C(C)NC(=O)c1ccc(NC(=O)CC2SC(N3CCCC3)=NC2=O)cc1 (stereo unspecified)	?	.
CC(C)CC(=O)NC(=S)NNC(=O)c1ccc([N+](=O)[O-])cc1	?	.
Cc1ccc(CNC(=S)Nc2cc(C(=O)O)ccc2C)cc1	0.1%	.
CCN(CC)CCCNC(=O)C(C)n1c2ccccc2c2nc(=O)cc(C)n21 (stereo unspecified)	1.2%	-5.8
CC1=NN(C(N)=S)C(=O)C1N=Nc1ccccc1C(=O)O (stereo unspecified)	i	-1.2
COc1ccc(-c2csc(NC3CCCCC3)n2)c(OC)c1	?	.
O=S(=O)(N/N=C\C=C\c1ccccc1)c1ccc(Br)cc1	?	.
O=C(Nc1nnc(-c2ccco2)o1)c1ccc2ccccc2c1	?	.
COC(=O)c1c(NC(=O)CSc2ncnc3[nH]ncc23)sc2c1CCC2	?	.
O=C(C1CCCCC1)N1CCc2[nH]c3ccc(F)cc3c2C1	-4.4%	3.2
COCCCn1c(-c2ccccc2)nc2ccccc2c1=O	?	.
Nc1c(N2CCCC2)c2ccccc2oc1=O	10.5%	-8.2
CC(C)n1c(CN(C)c2ccccc2)nc2ccccc21	i	-18.0
CCCCCCc1c(C)c2ccc(OCC(=O)N3CCC[C@H]3C(=O)O)c(C)c2oc1=O	?	.
CCCN(CC(=O)Nc1ccccc1C)C(=O)CCNC(=O)c1ccccc1Cl	?	.
CC(=O)c1ccccc1NC(=O)COC(=O)/C=C/c1ccc(OC(F)F)cc1	?	.
Cc1ccc2nc(-c3ccncc3)c(NC3CCCC3)n2c1	?	.
CC1CCN(c2ccc(C(=O)N3CCOCC3)cc2[N+](=O)[O-])CC1	14.9%	20.4
COc1cccc(NC(=O)CSc2nc3c(oc4ccccc43)c(=O)[nH]2)c1	?	.
CC(=O)N1CCSc2ccc(S(=O)(=O)NCCc3ccc(Cl)cc3)cc21	?	.
C=CCSc1n[nH]c(=O)n1-c1cccc(C(F)(F)F)c1	?	.
Cc1cccc(-n2nc3c(c2NC(=O)C2CC2)CS(=O)(=O)C3)c1C	?	.
CCn1c(N)c(Br)c(=O)[nH]c1=O	i	-19.9
Cc1cc(/C=C2/C(=O)N(C)C(=S)N2C)ccc1N1CCCC1	4.47µM*	-25.4*
CN1C(=O)N(CC(=O)N2CCN(S(=O)(=O)/C=C/c3ccccc3)CC2)C(=O)C12CCCCC2	?	.
CCS(=O)(=O)NCCCc1ccccc1	i	2.1
COCCN(CCOC)C(=O)CN1C(=O)NC(Cc2c[nH]c3ccccc23)C1=O (stereo unspecified)	?	.
O=C(CC1C(=O)NCCN1C1CCCC1)NCc1cccc(OC(F)(F)F)c1 (stereo unspecified)	?	.
CCOC(=O)Cc1nnc(NC(=O)CSc2nncn2C)s1	?	.
CC(=O)Nc1ccccc1OC(C)C(=O)NC(C)c1ccc(F)cc1 (stereo unspecified)	?	.
O=[N+]([O-])c1cccc(S(=O)(=O)c2cccc([N+](=O)[O-])c2)c1	9.2%	11.0

# (more compounds)
Structure	Lipid storage S3	Lipid storage S3 cell count max
C=C(C)CSc1nc(C)c(Cc2ccccc2)c(=O)[nH]1	?	.
O=C(NCCCSc1ccccc1)c1cc(Cl)ccc1O	i	17.8
Cc1ccc(C)n1NC(=O)c1ccccc1O	?	.
COc1ccc(CN2CCN(C(=O)c3ccco3)CC2)cc1OC	?	.
Cc1cc(C)c2nc(C(F)(F)F)nc(NCCCN3CCCC3=O)c2c1	?	.
COc1ccccc1N1CCN(C(=O)C2CCN(C(=O)c3ccccc3C)CC2)CC1	-5.5%	14.4
COc1cccc(-c2nnc(SC(C(=O)c3c[nH]c4ccccc34)c3ccccc3)n2C)c1 (stereo unspecified)	?	.
CCOC(=O)NC(=O)C(/C=N/c1sccc1C(=O)OC)=C(\C)O	?	.
CCCCn1cnc2cc(NCc3ccncc3)ccc21	?	.
NNC(=O)c1ccc(N2CCCCCC2)c([N+](=O)[O-])c1	2.2%	11.2
COc1ccc(NC(=O)CN(C)C(=O)Cc2ccc(S(=O)(=O)N3CCOCC3)s2)cc1	?	.
O=C(N=C1SC2CS(=O)(=O)CC2N1c1cccc(Cl)c1Cl)C1CCCO1 (stereo unspecified)	i	-2.4
COC(=O)c1c(C)[nH]c(C(=O)OCC(=O)N2c3ccccc3NC(=O)C2(C)C)c1C	6.1%	0.2
CC1CCC(=O)N(CCSc2ccccc2)CC1 (stereo unspecified)	-4.0%	.
Cc1ccc(-c2nnc3sc(C4COc5ccccc5O4)nn23)cc1 (stereo unspecified)	?	.
CN(C)S(=O)(=O)c1cccc(C(=O)Nc2cc(Cl)cc(Cl)c2)c1	?	.
COc1ccc(CN2CCN(C(=O)c3cc(C4CC4)nn3-c3ccccc3)CC2)cc1F	7.5%	-17.0
COC(=O)c1c(NC(=O)CC2SC(N)=NC2=O)sc(C)c1C (stereo unspecified)	?	.
O=C1C(c2ccccc2)SC(=Nc2ccccc2)N1S(=O)(=O)c1ccccc1 (stereo unspecified)	?	.
Cc1ccc(C(=O)Nc2ccc(S(=O)(=O)NC3=NCCCCC3)cc2)cc1S(=O)(=O)N1CCOCC1	?	.
Cc1ccc(C)c(S(=O)(=O)N2CCN(C(=O)c3cc(S(=O)(=O)NCc4ccccc4)ccc3C)CC2)c1	i	-18.2
O=C1CCCC2=C1C(c1ccc(Cl)cc1)C1C(=O)c3ccccc3C1=N2 (stereo unspecified)	?	.
Cc1cc(C(=O)CSc2nnc(N)s2)c(C)n1Cc1cccs1	-16.3%	6.5
Cc1nc2c3c(-c4ccccc4)c(-c4ccccc4)oc3ncn2n1	?	.
COc1ccc(-c2nnn(CC(=O)N(Cc3ccccc3Cl)C(C(=O)NCC3CCCO3)c3ccco3)n2)cc1OC (stereo unspecified)	i	.

# Following part
# Results follow in this order: Lipid storage S3 | Lipid storage S3 cell count max
O=C(Nc1ccc(N2CCOCC2)nc1N1CCOCC1)c1cccc(C(F)(F)F)c1
    ? | .
CC(C)(C)c1csc(NC(=O)c2cccs2)n1
    -30.6% | -23.2
O=C1C2CC=CCC2C(=O)N1c1n[nH]c(Cc2ccccc2)n1 (stereo unspecified)
    -24.2% | -17.3
Cc1cc(NC(=O)CSc2nnc3c(C)cc4cc5c(cc4n23)OCO5)no1
    ? | .
Cn1nccc1C(=O)OCC(=O)Nc1nc(-c2ccccc2)cs1
    18.1% | 3.4
Cc1ccccc1-c1ccc(/C=C2/SC(N3CCOCC3)=NC2=O)o1
    -21.3% | 1.1
COc1cc(NC(=O)c2ccccc2F)ccc1NC(=O)c1ccccc1Cl
    ? | .
CN(C)C(=O)CSc1nc2ccccc2n1Cc1ccccc1
    15.8% | 12.4
CCN(CC)C(=O)CN1C(=O)NC2(CCc3ccccc3C2)C1=O (stereo unspecified)
    ? | .
CCCn1c2ccc(C)cc2c2nnc(SCCN3CCOCC3)nc21
    -22.4% | -27.0
CC(C)CC(=O)N1CCN(S(=O)(=O)c2ccc(Cl)cc2)CC1
    ? | .
COC(=O)c1ccc(Cn2nnc3c(=O)[nH]c(C4CCCN(S(=O)(=O)c5cccc(Cl)c5)C4)nc32)cc1 (stereo unspecified)
    i | -0.9
CN(CC(=O)Nc1ccc(F)c(F)c1F)C(=O)c1ccc(-n2cncn2)c([N+](=O)[O-])c1
    ? | .
COc1cccc(CC(=O)OCC(=O)NC2CCCC2)c1
    ? | .
Cc1coc2cc3oc(=O)c4c(c3cc12)CCC4
    ? | .
CC1CCCN(C(=O)CCNS(=O)(=O)c2ccc3c(c2)oc(=O)n3C)C1 (stereo unspecified)
    i | -2.4
O=C(NCCCN1CCN(c2ccccc2F)CC1)C1CCCN(S(=O)(=O)c2cnc[nH]2)C1 (stereo unspecified)
    ? | .
Cc1ccc2nc(CCl)[n+]([O-])c(-c3ccccc3)c2c1
    6.6% | .
CC1Cc2ccccc2N1C(=O)CCn1c(=O)sc2ccccc21 (stereo unspecified)
    ? | .
NNC(=O)c1ccc(COc2ccc3ccccc3c2)cc1
    ? | .
O=c1[nH]c(CN2CCN(c3ccc(O)cc3)CC2)nc2scc(-c3ccc(Cl)cc3)c12
    ? | .
COc1ccc(C(=O)Nc2ccc(N3CCOCC3)cc2)cc1S(=O)(=O)N1CCCC1
    ? | .
CCOc1ccc(-n2c(SCC(=O)Nc3ccc4c(c3)OCCO4)nc3c(c2=O)SCC3)cc1
    -5.0% | 15.3
O=C(c1cnccn1)N(Cc1cccs1)C1(C(=O)NC2CCCC2)CCCCC1
    -8.7% | 2.3
O=[N+]([O-])c1ccc2ncnc(N3CCN(Cc4ccc5c(c4)OCO5)CC3)c2c1
    ? | .
COc1ccc(S(=O)(=O)N2CCCC(C(F)(F)F)C2)cc1 (stereo unspecified)
    ? | .
CCCCOc1ccc(C(=O)OCC(=O)Nc2cc(C)on2)cc1
    ? | .
CCOC(=O)C(=CNc1ccc(C(F)(F)F)cc1Cl)C(=O)OCC
    8.1% | 36.0
Cn1c(=O)c2c(=O)cc(N)[nH]c2n(C)c1=O
    ? | .
Cc1nn(CC(=O)N2CCC(C)CC2)c(=O)c2nn(-c3ccccc3)c(C)c12
    -2.5% | 9.4
COc1ccc(NC(=S)Nc2cccc(Cl)c2)cc1OC
    ? | .
Cc1cccc(NS(=O)(=O)c2ccc(C)c(C(=O)NCCCN3CCOCC3)c2)c1
    ? | .
COc1cc(C(C(=O)NC2CCCCC2)N(Cc2ccco2)C(=O)c2cnccn2)cc(OC)c1OC (stereo unspecified)
    -14.4% | 1.7
CC(=O)Nc1cc(NC(C)=O)cc(C(=O)N2CCCC3CCCCC32)c1 (stereo unspecified)
    ? | .
CCCCN(C)C(=O)Cn1cnc2sc(C)cc2c1=O
    13.8% | .
Cc1nc(Nc2ccc(F)cc2)nc(Nc2ccc(F)cc2)c1[N+](=O)[O-]
    -0.3% | -12.6
COc1ccc(C)cc1NC(=O)N1CCC(CO)(CC2CCCCO2)CC1 (stereo unspecified)
    ? | .
CCOC(=O)c1cc(CC)sc1NC(=O)Cc1ccccc1
    ? | .
CCOc1ccc(CCNC(=O)COC(=O)c2cc([N+](=O)[O-])ccc2N2CCOCC2)cc1OCC
    ? | .
O=C1CC(c2ccc(Cl)cc2)c2c(O)cc(O)cc2O1 (stereo unspecified)
    ? | .
CC1=CC2=NC(=O)/C(=C/c3cccn3Cc3ccccc3)C(=N)N2O1
    ? | .
Cc1ccc(-n2ncc3c2CC(C)(C)CC3NC(=O)CCN2CCCCC2=O)cc1 (stereo unspecified)
    23.4% | -14.6

# 4 neighbouring compounds from above:
# Results follow in this order: Lipid storage S3 | Lipid storage S3 cell count max
CCOc1ccc(CCNC(=O)COC(=O)c2cc([N+](=O)[O-])ccc2N2CCOCC2)cc1OCC
    ? | .
O=C1CC(c2ccc(Cl)cc2)c2c(O)cc(O)cc2O1 (stereo unspecified)
    ? | .
CC1=CC2=NC(=O)/C(=C/c3cccn3Cc3ccccc3)C(=N)N2O1
    ? | .
Cc1ccc(-n2ncc3c2CC(C)(C)CC3NC(=O)CCN2CCCCC2=O)cc1 (stereo unspecified)
    23.4% | -14.6

# 2 entries picked at random from the list so far:
# Results follow in this order: Lipid storage S3 | Lipid storage S3 cell count max
Cc1ccc(-n2ncc3c2CC(C)(C)CC3NC(=O)CCN2CCCCC2=O)cc1 (stereo unspecified)
    23.4% | -14.6
O=C1CC(c2ccc(Cl)cc2)c2c(O)cc(O)cc2O1 (stereo unspecified)
    ? | .
